# RNase H inhibition = RNase H inhibition, HIV 1 Gag Pol polyprotein, FRET biochemical assay, screening (AID 372) | actives 0.77% (n = 100,000) | HIV-1 RT RNase H, FRET RNA/DNA substrate fluorescence; higher % means a stronger effect | one-dose inhibition, % at 10 µM; IC50 in µM for titrated hits; in the data active = inhibition above about 50%
# * = called active by the depositor.
# Start of the data: the first 2 compounds (preview)
SMILES,RNase H inhibition
Oc1ccc(Br)cc1C=Nc1ccc2c(c1)oc1ccccc12,3%
OCCCNCC(O)Cn1c2ccccc2c2ccccc21 (stereo not given),8%

# The listing (from the top)
SMILES,RNase H inhibition
Oc1ccc(Br)cc1C=Nc1ccc2c(c1)oc1ccccc12,3%
OCCCNCC(O)Cn1c2ccccc2c2ccccc21 (stereo not given),8%
Cc1ccc([N+](=O)[O-])cc1N=Cc1ccc(OCc2ccccc2)cc1,3%
COc1cc(/C=C2\SC(=Nc3cccc(Cl)c3C)NC2=O)cc(OC)c1OC,16%
CSc1ccc(S(=O)(=O)N(CC(=O)Nc2ccc(Cl)cc2)c2ccc(C)cc2)cc1,13%
CC(=O)Nc1ccc(S(=O)(=O)N2c3ccccc3C(C)=CC2(C)C)cc1,9%
CCOc1ccc(NC(=O)CN(c2ccc(F)cc2)S(=O)(=O)c2ccccc2)cc1,1%
CC1=C(C(=O)OC(C)C)C(c2ccc3c(c2)OCO3)NC(=O)N1C (stereo not given),0%
Cc1cc(Cl)ccc1OCC(=O)Nc1ccc(S(=O)(=O)Nc2onc(C)c2C)cc1,0%
Oc1cccc(C=Nc2ccc(I)cc2)c1O,10%
Cc1ccc2c(Cl)c(C(=O)Nc3cccc(F)c3)sc2c1,1%
NNC(=O)c1cc2ccccc2cc1NS(=O)(=O)c1ccccc1,0%
CSc1nc2c(c(=O)n1-c1ccc(C)cc1)C1(CCCC1)Cc1ccccc1-2,13%
O=C(Cc1ccc([N+](=O)[O-])cc1)N/N=C/c1ccc(OC/C=C/Cl)cc1,6%
O=C(NCCOCc1ccccc1)c1ccccc1Cl,0%
Cc1[nH]c2ccccc2c(=O)c1C(=O)/C=C/c1ccccc1,9%
COC(=O)C1=C(C)NC2=C(C(=O)CC(C)(C)C2)C1c1cccc(Cl)c1 (stereo not given),6%
O=C1NN(c2ccccc2)C(=O)/C1=C/c1cccc(Cl)c1Cl,20%
C=CCOc1ccccc1/C=N/NC(=O)CCCCC(=O)N/N=C/c1ccccc1OCC=C,5%
Cc1ccc(NC(=O)COc2ccc(Cl)cc2Cl)cc1N(C)C,14%
COc1ccc(N=Cc2c(O)[nH]c(=S)[nH]c2=O)cc1OC,6%
O=C1C2C3C=CC(O3)C2C(=O)N1c1ccc([N+](=O)[O-])cc1 (stereo not given),24%
CCOc1ccc(N(CC(=O)Nc2ccc(OC)cc2)S(=O)(=O)c2ccccc2)cc1,9%
CC1=C(C(=O)OC2CCCCC2)C(c2cc3c(cc2Br)OCO3)NC(=O)N1 (stereo not given),19%
Fc1ccc(/C=N/N2CCN(Cc3cccc4ccccc34)CC2)cc1,28%
COc1ccc2c(c1OC)C(=O)OC2Nc1ccc(C)cc1 (stereo not given),10%
CCOc1ccc(N(CC(=O)NCCSCc2ccc(C)cc2)S(C)(=O)=O)cc1,16%
O=C1C2C(C(=O)N1c1ccccc1Cl)C1C=CC2C12CC2 (stereo not given),3%
Cc1ccc(OCCn2cc(C=C3C(=O)NC(=O)NC3=O)c3ccccc32)cc1C,29%
CC1(C)CC(=O)C2=C(C1)OC1=C(C2)C(=O)CC(C)(C)C1,0%
CCc1ccc(S(=O)(=O)N=Nc2c(O)[nH]c3ccccc23)cc1,1%
CCOc1cc(C2C(C(=O)OC3CCCCC3)=C(C)NC3=C2C(=O)CC(c2ccc(OC)cc2)C3)cc(Br)c1O (stereo not given),23%
Cn1c(SCC(=O)N/N=C/c2ccccc2O)nc2ccccc21,10%
Cc1ccc(-c2ccc(/C=C3\C(=O)NC(=O)N(c4ccc(Br)cc4)C3=O)o2)cc1[N+](=O)[O-],32%
COc1cc(C(=O)NC(=S)Nc2ccc(-c3nc4ccccc4o3)cc2)cc(OC)c1OC,7%
CC(Oc1ccccc1)C(=O)NC12CC3CC(CC(C3)C1)C2 (stereo not given),26%
CC1C/C(=N/N2C(=O)CSC2=S)CC(C)(C)C1 (stereo not given),0%
COc1cc2c(cc1NC(=O)c1ccccc1OC)oc1ccccc12,9%
COc1ccc(-c2nn(-c3ccccc3)cc2/C=C2/NC(=S)N(c3ccccc3)C2=O)cc1[N+](=O)[O-],13%
COc1cc(C(=O)Nc2ccc(Br)cc2F)ccc1OCc1ccc(Cl)cc1,4%
CCOc1cc(C(=O)N2CCN(c3ccc([N+](=O)[O-])cc3)CC2)cc(OCC)c1OCC,12%
Nc1nc(-c2ccccc2Cl)cs1,31%
COc1ccc(/C=N/NC(=O)C(=O)NC2CCCCC2)cc1,7%
CC1=NN(c2ccccc2)C(=O)C1C=C1C(=O)NC(=S)NC1=O (stereo not given),15%
CN1C(=O)/C(=C\c2ccc(N(C)C)c(Br)c2)SC1=S,23%
Cc1ccc(OCCCCN2CCOCC2)c(C)c1,0%
CC(/C=N/NC(=O)C1CC1)c1ccccc1 (stereo not given),6%
COc1ccc(OC)c(N(CC(=O)Nc2ccc(I)cc2)S(C)(=O)=O)c1,1%
O=[N+]([O-])c1ccc(N2CCCC2)cc1Sc1cccc2cccnc12,33%
COC(=O)c1cc(NC(=O)c2cccnc2)cc(C(=O)OC)c1,1%
C=CCC(C(=O)c1ccccc1)C(=O)C(C)(C)OC (stereo not given),7%
Cc1cc(-c2ccc(/C=C3/C(=O)NN(c4ccc(F)cc4)C3=O)o2)c([N+](=O)[O-])cc1C,5%
COC(=O)C1=C(C)NC2=C(C(=O)CCC2)C1c1cccc(F)c1 (stereo not given),2%
CCOc1ccc(C(=O)Nc2ccc3oc(-c4ccc(CC)cc4)nc3c2)cc1[N+](=O)[O-],16%
CC(=O)N/C(=C\c1ccccc1)C(=O)Nc1cc(C)ccc1C,6%
O=C(Nc1cc(S(=O)(=O)C(F)(F)F)ccc1Cl)c1cccnc1,13%
CC(C)(C)c1cc(C(=O)Cn2c(=N)n(Cc3ccc(Cl)cc3)c3ccccc32)cc(C(C)(C)C)c1O,4%
Cc1ccc(C(C)C)c(OCC(=O)Nc2ccc3c(c2)OCO3)c1,16%
Cc1ccc(C2/C(=C(\O)c3ccc(Cl)cc3)C(=O)C(=O)N2c2cccnc2)cc1 (stereo not given),8%
CCOC(=O)c1c(C)nn(C2CCCCC2)c1N,13%
# New compounds follow:
SMILES,RNase H inhibition
O=[N+]([O-])c1cccc(-c2csc(N/N=C\c3cccc(O)c3)n2)c1,41%
Cc1cccc(N2C(=O)NC(=O)/C(=C/c3cn(CC(=O)N4CCOCC4)c4ccccc34)C2=O)c1,19%
COc1ccc(COC(=O)C2=C(C)NC(=O)NC2c2cc(OC)ccc2OC)cc1 (stereo not given),10%
O=C(Nc1ccc(Cl)cc1)c1cc(-c2cccs2)nc2ccccc12,1%
COC(=O)c1ccccc1-c1ccc(/C=C2/SC(=S)N(Cc3ccccc3)C2=O)o1,27%
Cc1ccc(C(=O)N(c2c(C)n(C)n(-c3ccccc3)c2=O)C(C)C)cc1,5%
CN(C)c1ccc(NS(=O)(=O)c2cccc([N+](=O)[O-])c2)cc1,0%
CCOc1ccc(C2=C/C(=C/c3ccc(I)o3)C(=O)O2)cc1,8%
O=C(N/N=C/c1ccc(Cl)c(Cl)c1)c1cc(-c2ccccc2)n[nH]1,13%
CC(=O)Nc1ccccc1NC(=O)c1cccc2ccccc12,0%
Cc1ccc(C(C)C)c(OCCNC(=O)CCc2ccccc2)c1,8%
C/C(=N\N1C(=O)CN(Cc2ccccc2)C1c1ccc([N+](=O)[O-])cc1)c1ccccc1 (stereo not given),2%
O=c1c2ccccc2nc(/C=C/c2cccc([N+](=O)[O-])c2)n1-c1cccc2ccccc12,9%
O=[N+]([O-])c1ccc(NCCCNS(=O)(=O)c2ccc3ccccc3c2)cc1,34%
CC(C)C(NC(=O)CN(c1cccc(C(F)(F)F)c1)S(=O)(=O)c1ccccc1)C(C)C,21%
COc1c(Cl)cc(/C=C2/SC(=S)N(c3ccccc3)C2=O)cc1Cl,8%
Cc1ccc(S(=O)(=O)Oc2ccc(Br)cc2C=C2C(=O)NC(=S)NC2=O)cc1,7%
COc1ccccc1NC(=S)NC(=O)c1ccc(OC(C)C)cc1,19%
COc1ccc(NC(=O)c2cc3cccc(OC)c3oc2=O)c(OC)c1,8%
CCSc1nnc(-c2ccccc2Cl)o1,10%

# An excerpt from above in order of length of the SMILES, largest number first:
SMILES,RNase H inhibition
Cc1cccc(N2C(=O)NC(=O)/C(=C/c3cn(CC(=O)N4CCOCC4)c4ccccc34)C2=O)c1,19%
O=c1c2ccccc2nc(/C=C/c2cccc([N+](=O)[O-])c2)n1-c1cccc2ccccc12,9%
CC(C)C(NC(=O)CN(c1cccc(C(F)(F)F)c1)S(=O)(=O)c1ccccc1)C(C)C,21%
Cc1ccc(C2/C(=C(\O)c3ccc(Cl)cc3)C(=O)C(=O)N2c2cccnc2)cc1 (stereo not given),8%
Cc1ccc(S(=O)(=O)Oc2ccc(Br)cc2C=C2C(=O)NC(=S)NC2=O)cc1,7%
Cc1ccc(C(=O)N(c2c(C)n(C)n(-c3ccccc3)c2=O)C(C)C)cc1,5%
COc1ccc(COC(=O)C2=C(C)NC(=O)NC2c2cc(OC)ccc2OC)cc1 (stereo not given),10%
O=C(N/N=C/c1ccc(Cl)c(Cl)c1)c1cc(-c2ccccc2)n[nH]1,13%
CN(C)c1ccc(NS(=O)(=O)c2cccc([N+](=O)[O-])c2)cc1,0%
COc1c(Cl)cc(/C=C2/SC(=S)N(c3ccccc3)C2=O)cc1Cl,8%
COc1ccc(NC(=O)c2cc3cccc(OC)c3oc2=O)c(OC)c1,8%
CCOc1ccc(C2=C/C(=C/c3ccc(I)o3)C(=O)O2)cc1,8%
COc1ccccc1NC(=S)NC(=O)c1ccc(OC(C)C)cc1,19%
Cc1ccc(C(C)C)c(OCCNC(=O)CCc2ccccc2)c1,8%
CC(=O)Nc1ccccc1NC(=O)c1cccc2ccccc12,0%
CCOC(=O)c1c(C)nn(C2CCCCC2)c1N,13%
CCSc1nnc(-c2ccccc2Cl)o1,10%

# Next structures follow.
SMILES,RNase H inhibition
CCSC1=C(C#N)C(c2ccc(Br)cc2)CC(=O)N1 (stereo not given),0%
CC(=O)Nc1ccc(NC(=O)COc2ccc(Cl)cc2C)cc1,9%
Cc1ccccc1OCC(=O)Nc1cccc(NC(=O)c2cccc(Cl)c2)c1,0%
CCOc1ccc2nc(SCC(=O)NC(C)c3ccccc3)sc2c1 (stereo not given),6%
CCc1ccc(N2C(=O)NC(=O)/C(=C\c3ccc(-c4ccc(F)cc4)o3)C2=O)cc1,10%
Cc1ccc(N2C(=O)CC(N3CCN(c4ccccc4)CC3)C2=O)cc1Cl (stereo not given),6%
COc1ccc(CCN=C(N)/C(C#N)=C/c2c(O)n(-c3c(Cl)cccc3Cl)c3ccccc23)cc1OC,6%
Cc1ccccc1OCCCCc1c(C)n[nH]c1C,9%
CN1CCN(c2nc(-c3ccncc3)nc3ccccc23)CC1,7%
COC(=O)C12CC3(C)CC(C)(CC(C)(C3)C1)C2,1%
CCOC(=O)c1cc2cccc(OC)c2oc1=O,3%
Cc1cc(C)c(NC(=O)C2CCCN2CCCN(C)C)c(C)c1 (stereo not given),4%
CC1CN(C)C(c2ccccc2)CC1=O (stereo not given),9%
CCCCC1(C)OC(=O)C(=Cc2ccc(Br)cc2)C(=O)O1 (stereo not given),7%
O=C(/C=C/c1ccccc1Cl)NC1CCCCC1,4%
c1ccc(Sc2c(-c3ccccc3)nc3sccn23)cc1,25%
COc1cc(OC)c(OC)cc1C=Nn1c(-c2ccc(Cl)cc2)n[nH]c1=S,11%
CCN1C(=O)/C(=C\c2ccc(-c3ccc([N+](=O)[O-])cc3)o2)SC1=S,0%
COc1cc(C=C2C(=O)N(C)C(=S)N(C)C2=O)ccc1OCc1ccccc1F,6%
Fc1ccc(CN2CCC(Cc3ccccc3)CC2)cc1F,3%
CCOC(=O)C1=C(C)NC(=O)CC1c1ccc([N+](=O)[O-])cc1 (stereo not given),18%
CC(C)n1c2ccccc2c2nnc(SCC(=O)N3c4ccccc4Sc4ccccc43)nc21,20%
Oc1ccc(C=Nc2ccc(I)cc2)c(O)c1,12%
COc1ccc(C)cc1NC(=O)CN(c1cc(Cl)cc(Cl)c1)S(C)(=O)=O,4%
NC(=O)c1ccc(NC(=O)c2ccc(I)cc2)cc1,0%
Cc1c(Br)c(C(F)(F)F)nn1CC(=O)Nc1ccccc1C(F)(F)F,5%
O=C(O)C1C2CCC(O2)C1C(=O)Nc1cccc(F)c1 (stereo not given),4%
CC(c1ccccc1)N1C(=O)c2ccc(Oc3ccc(C(=O)O)cc3)cc2C1=O (stereo not given),0%
Cc1cccc(N=Cc2cc(Cl)ccc2O)c1,0%
O=C(COc1ccc2ccccc2c1)Nc1cc(Cl)ccc1C(=O)O,0%
CCc1ccc(O)c(N=Cc2c(O)ccc3ccccc23)c1,26%
COc1ccc(N(CC(=O)Nc2cccc(OC)c2)S(=O)(=O)c2ccc(C)cc2)cc1,16%
Cc1ccc(Cl)c2c(N=NC(=O)COc3ccc4ccccc4c3)c(O)[nH]c12,3%
N/C(=N\OC(=O)c1ccc(Cl)cc1Cl)c1ccc(Cl)cc1,9%
COC(=O)c1c(N)sc(Cc2ccccc2)c1C,17%
O=[N+]([O-])c1ccc(S(=O)(=O)Oc2ccc(-c3cnc4ccccc4n3)cc2)cc1,18%
Cc1cc(C)n(-c2cc(N3CCN(S(=O)(=O)c4ccc5ccccc5c4)CC3)ccc2[N+](=O)[O-])n1,0%
Cc1ccccc1NC(=O)/C(=C\c1c[nH]c2ccccc12)NC(=O)c1ccccc1,23%
CCCc1cc(=O)[nH]c(SCC(=O)Nc2cccc(OC)c2)n1,6%
CCc1ccc(-n2c(C)cc(/C=N/n3cnnc3)c2C)cc1,14%
CCOC(=O)c1ccccc1-c1ccc(/C=C2\C(=O)NC(=O)N(c3ccc(Br)cc3)C2=O)o1,0%
CCCOc1ccc(C(=O)Nc2ccccc2C(=O)O)cc1,5%
Cc1ccccc1C(=O)Nc1cccc(NC(=O)c2ccccc2[N+](=O)[O-])c1,0%
CCCCSCC(COC(C)C)OC(=O)c1ccc(C)cc1 (stereo not given),20%
C/C(=N\Nc1nc(-c2ccc(Br)cc2)cs1)c1ccccc1O,23%
CCN(CC)c1ccc(/C=N/NC(=O)c2ccccc2OCc2ccccc2)cc1,15%
CCN1C(=O)/C(=C/c2cc(Cl)cc(Cl)c2OCCOc2ccccc2OC)SC1=S,7%
COc1cc(C(=O)N2CCN(S(=O)(=O)c3ccccc3)CC2)cc(OC)c1OC,0%
Oc1ccc(Br)cc1/C=N/Nc1cc(N2CCOCC2)nc(N2CCOCC2)n1,4%

# Only part of the results is shown; count on the stated rates, not on these rows.
